aSyn UTR inh: MLPCN primary screen, SNCA 5' untranslated region; alpha-synuclein 5'UTR reporter, inhibitor activity; inhibition, % (tested at 7.5 µM); 0.82% of 300,000 active; AID 1813; in the data active means inhibition above about 60%;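 further: H4 neuroglioblastoma cells stably carrying SNCA 5'UTR luciferase fusion; 0% = DMSO wells and 100% = positive control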
DYRK1A inh: Dyrk1A (rat) kinase inhibition | inhibition, % at 12.5 µM | AID 504441 | ADP-Glo luminescence, NFATc1 peptide | 0.43% of 310,000 active | Q63470; in the data active means inhibition above about 50%;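 further: plate controls were vehicle with enzyme for no effect and no enzyme for full effect; many of its hits are not listed in these tables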
IEC-6 tox: IEC-6 cytotoxicity, counter-screen for KLF5 inhibitors. luminescence viability. inhibition, % at 5 µM. 0.78% of 290,000 active. AID 1825; in the data active means inhibition above about 22%;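 further: 0% = plate median of test compound wells and 100% = cytotoxic reference compound wells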
HSP90 inh: blocks HSP90-mediated luciferase refolding in reticulocyte lysate; Rabbit reticulocyte lysate, luciferase refolding luminescence, 3 h; inhibition, % at 5.6 µM; 0.91% of 290,000 active; AID 1789;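 active means inhibition above the screen-wide mean plus 3 SD, computed separately per campaign, cut at about 16% in these data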;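 further: 0% = DMSO wells and 100% = 60 µM geldanamycin wells; inhibitors lower the luminescence because luciferase stays unfolded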
GSK3A inh: human GSK-3 alpha kinase inhibition; ADP-Glo luminescence, 60 min; AID 2650; P49840; inhibition, % at 10 µM; 0.1% of 320,000 active;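 in the data active means inhibition above about 50%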;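 further: GST-tagged GSK-3 alpha with peptide substrate and 25 µM ATP; 0% = DMSO neutral wells and 100% = GW8510 positive control wells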
Target sequence (P49840 whole entry, looked up): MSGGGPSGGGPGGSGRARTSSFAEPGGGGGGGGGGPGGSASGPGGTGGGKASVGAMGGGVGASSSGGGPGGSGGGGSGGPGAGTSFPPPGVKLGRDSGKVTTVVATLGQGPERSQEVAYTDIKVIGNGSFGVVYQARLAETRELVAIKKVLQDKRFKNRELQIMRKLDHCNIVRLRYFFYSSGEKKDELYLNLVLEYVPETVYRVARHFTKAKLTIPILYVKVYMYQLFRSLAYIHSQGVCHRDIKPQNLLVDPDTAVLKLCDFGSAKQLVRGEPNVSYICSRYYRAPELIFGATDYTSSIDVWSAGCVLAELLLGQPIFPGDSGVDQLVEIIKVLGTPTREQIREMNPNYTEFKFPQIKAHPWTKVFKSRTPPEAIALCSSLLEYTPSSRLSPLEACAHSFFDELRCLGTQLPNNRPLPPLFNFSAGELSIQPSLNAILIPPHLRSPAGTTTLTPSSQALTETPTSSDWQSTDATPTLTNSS
Platelet DG rel: platelet dense granule release activity; human platelet-rich plasma, SFLLRN dense granule ATP release, luminescence; inhibition, %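 (compounds screened at 7.5 µM in platelet-rich plasma)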; 0.22% of 300,000 active; AID 1663;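 active means mean replicate score, as percent of positive control, at or above 50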
HSF1 inhib: HSF1 inhibition; NIH3T3-HGL HSE-luciferase, MG132-induced, luminescence 8 h; active compounds read low; activity change, negative = inhibition, % at 7.5 µM (by protocol); 0.77% of 300,000 active; AID 2098;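 active means more than half of replicate wells show activity change below -50%, luminescence cut by over half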;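 further: luciferase reports HSF-1 transcriptional activity via heat shock element; 0% = median of DMSO wells and -100% = zero luminescence signal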
HSF1 activator: increases HSF-1 driven luciferase reporter signal. AID 504408. NIH3T3-HGL HSF-1 luciferase reporter, MG132, 8 h; 100% = twice DMSO control signal. activation, % at 9 µM. 1.7% of 300,000 active;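 active means mean replicate activation of at least 50% with a set share of replicates each reaching 50%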;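 further: 0% = median of the neutral control wells and 100% = twice that signal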
GSK3beta inhib: blocks human GSK3beta kinase activity | P49841 | GST-GSK3beta kinase, ADP-Glo luminescence, 60 min; active compounds read low | activity score (negative = inhibition), % at 10 µM | 0.038% of 300,000 active | AID 2097;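 active means more than half of replicate wells score below -50%, meaning over 50% inhibition versus plate controls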;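 further: 0% = median DMSO wells and -100% = median GW8510 positive control wells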
Target sequence (P49841 whole entry, looked up): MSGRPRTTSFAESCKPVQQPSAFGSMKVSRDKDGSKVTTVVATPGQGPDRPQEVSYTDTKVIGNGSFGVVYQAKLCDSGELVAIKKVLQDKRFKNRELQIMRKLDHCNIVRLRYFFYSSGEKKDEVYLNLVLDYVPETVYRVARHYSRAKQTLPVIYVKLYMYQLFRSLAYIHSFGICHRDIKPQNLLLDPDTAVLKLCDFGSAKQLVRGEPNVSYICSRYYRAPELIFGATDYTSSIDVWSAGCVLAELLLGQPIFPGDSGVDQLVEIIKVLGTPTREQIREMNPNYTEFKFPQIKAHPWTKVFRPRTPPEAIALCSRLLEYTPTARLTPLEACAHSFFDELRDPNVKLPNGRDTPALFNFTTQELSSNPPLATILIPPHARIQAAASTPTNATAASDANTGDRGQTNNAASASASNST
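Assay system: GST-tagged human GSK3beta kinase, cell-free; Input: 1.6 ng GSK3beta; Medium: Tris/MgCl2 kinase buffer; Timing: 60 min enzyme reaction, room temperature; Signal: ADP-Glo luminescence quantifying ADP generated by kinase; Evaluation: score relative to plate controls; Benchmarks: DMSO neutral wells and GW8510 at 20 µM as positive.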
KLF5 inh: kruppel-like factor 5 inhibition; 0.23% of 290,000 active; DLD-1 KLF5 promoter-luciferase reporter, luminescence; AID 1700; inhibition, % at 5 µM;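 active means inhibition above a per-plate limit of that plate's mean compound inhibition plus 3 SD, cut at about 60% in these data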;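 further: 0% = DMSO wells and 100% = LY294002 at 200 µM; higher means less KLF5 promoter-driven luciferase light; inactives centre near -14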
* marks the source's active call; other numbers are inactive results; . = not tested or not shown.

SMILES	aSyn UTR inh	DYRK1A inh	IEC-6 tox	HSP90 inh	GSK3A inh	Platelet DG rel	HSF1 inhib	HSF1 activator	GSK3beta inhib	KLF5 inh
O=C(Nc1nc(-c2cccs2)cs1)c1cccc(S(=O)(=O)N2CCCCC2)c1	-21.9	-2.1	-7.5	0.7	0.8	-2.6	-49.0	-61.8	.	-1.9
Cc1ccc2nc(SCC(=O)N3CCN(c4ccccc4)CC3)[nH]c2c1	30.1	5.1	-2.7	-3.9	-3.1	-12.3	3.4	23.9	3.3	-16.1
CCOc1ccccc1NC(=O)COC(=O)COc1c(Cl)cc(Cl)c2ccc(C)nc12	7.6	1.7	.	.	-2.4	-3.2	-6.8	19.7	0.2	.
O=C(c1cc2c(ccc3ccccc32)o1)N1CCN(c2ncc(C(F)(F)F)cc2Cl)CC1	-0.3	-1.4	3.3	3.2	0.2	2.2	-2.9	1.4	1.2	-20.2
Cc1cc(C)cc(NS(=O)(=O)c2cnc(Cl)c(Cl)c2)c1	-14.7	-4.0	-3.3	-0.3	-15.1	-7.5	-3.0	13.7	3.6	-44.2
CCOC(=O)C1CCCN(S(=O)(=O)c2nc3nc(C)cc(C)n3n2)C1 (stereo not drawn)	.	-1.2	-5.4	1.5	.	.	.	.	-3.2	-22.9
c1n[nH]c(SCCCCSc2ncn[nH]2)n1	2.4	-2.7	-4.9	-1.4	-0.4	-2.7	-0.1	-6.9	-4.8	-31.6
Cc1ccnc(NCn2nnc3ccccc32)c1	25.8	1.2	-5.0	-1.8	-1.3	0.0	2.2	-1.6	0.2	-16.2
Cc1ccc(Cn2nc(C)c(NC(=O)CSc3nc4c(c(C(F)(F)F)n3)CCc3ccccc3-4)c2C)cc1	43.7	-3.1	0.5	-1.3	0.4	-9.5	33.4	49.5	1.2	9.1
COc1ccc(NC(=O)CN2CCC(NC(=O)C3CCCCC3)CC2)cc1	-3.7	0.3	-2.0	-0.3	-1.9	0.3	1.2	20.1	1.1	-23.4
COc1ccc(Nc2oc(-c3ccccc3)nc2C#N)cc1	-112.3	9.7	-3.9	-3.4	-1.2	10.4	3.6	-8.3	-0.1	-59.1
Cc1ccc2sc(N3CCN(C(=O)C4=COCCO4)CC3)nc2c1C	-28.5	22.3	.	.	-2.6	2.9	5.0	16.7	2.5	.
O=C(O)c1ccc(N=C2NC(=O)C(CO)(CO)S2)cc1	-9.2	.	-2.4	-2.4	-1.2	12.9	0.2	1.2	-0.3	-21.5
NS(=O)(=O)c1cccc(NC(=O)CC23CC4CC(C2)CC(CC(=O)Nc2cccc(S(N)(=O)=O)c2)(C4)C3)c1	8.5	0.3	-0.2	5.8	-1.5	29.6	-2.7	11.6	3.0	-23.7
NS(=O)(=O)OCc1ccc(C(F)(F)F)cc1	7.7	-8.0	-6.3	-8.6	-0.9	0.6	-6.4	-1.0	0.7	18.8
CCC(=O)c1ccc(OCC(=O)Nc2ccc(N3CCOCC3)cc2N2CCOCC2)cc1	21.1	-5.1	-4.8	28.0*	1.5	-1.8	-12.6	-6.0	0.4	-71.9
CCOc1ccc(NC(=O)CSc2nnc(-c3ccccn3)n2C)cc1	17.2	2.2	2.4	1.6	-1.0	6.3	-0.2	9.7	3.2	-26.4
O=C(CSc1nn(-c2ccccc2)c(=S)s1)NC1CCS(=O)(=O)C1 (stereo not drawn)	7.4	0.8	-2.7	2.8	-0.3	0.1	-6.1	0.7	-2.5	-22.5
CCN(CC)S(=O)(=O)c1cccc(-c2nnc(SCCOc3ccccc3)o2)c1	-4.7	-5.9	3.8	0.1	1.5	-0.2	-0.5	4.4	-0.8	-16.7
COc1ccc(-c2csc3nc(-c4ccc(C)cc4)oc(=O)c23)cc1OC	-13.8	-0.4	5.3	0.6	-0.2	1.6	8.7	-5.7	-1.3	-14.8
COc1ccc(-c2csc(NC(=O)c3ccccc3F)c2C(=O)O)cc1	-89.5	-1.6	-7.0	-5.0	-0.4	3.4	4.5	24.7	0.5	-36.3
CC(C)c1nnc(NC(=O)C2CCN(c3cnccn3)CC2)s1	12.5	-1.9	1.1	-2.7	-3.5	0.6	-7.9	-7.3	1.3	-1.6
Cc1cccc(C)c1NC1=NC(C)(C)N=C(N)N1	-16.1	14.9	-4.7	0.0	-1.2	0.4	9.1	4.5	1.4	-5.0
CC(C)CN(C(=O)COC(=O)c1nc(Cl)ccc1Cl)C1CCS(=O)(=O)C1 (stereo not drawn)	-5.7	3.0	4.2	-2.1	-1.8	3.9	-0.7	-7.1	1.6	14.7
CCCn1c2ccccc2c2cnn(CC(=O)NCCCN3CCN(c4ccccc4)CC3)c(=O)c21	10.8	-3.8	7.1	-1.6	-3.2	8.2	0.5	-3.5	-3.2	-18.6
SMILES	aSyn UTR inh	DYRK1A inh	IEC-6 tox	HSP90 inh	GSK3A inh	Platelet DG rel	HSF1 inhib	HSF1 activator	GSK3beta inhib	KLF5 inh
COc1ccc(OCc2nnc3n2N=C(c2ccc(OC)cc2)CS3)cc1	-12.6	31.2	0.0	0.9	.	2.3	-4.0	-14.9	-5.8	-13.6
Cc1ccccc1OCCSc1nnc(C)n1-c1ccccc1	6.2	-3.1	-1.9	3.0	-0.9	-5.5	-1.1	-2.9	0.4	-38.0
CC1C(=O)OC(c2ccc(Cl)cc2)C(C)(C)C1=O (stereo not drawn)	1.9	2.7	2.1	3.6	-2.8	1.0	-3.8	-17.2	1.4	-4.7
NC(=O)c1c(Nc2nc3c(F)cccc3s2)sc2c1CCCC2	-59.0	-3.9	1.3	3.2	20.3	-0.8	0.8	0.7	-5.9	-3.0
Cc1ccc(C(=O)NC(=S)NNC(=O)c2ccccc2[N+](=O)[O-])cc1	.	-1.7	-2.3	-0.8	0.5	.	.	.	6.3	-61.2
COc1cccc(OC)c1C(=O)NNC(=O)c1cccc(COc2ccc3c(c2)CCC3)c1	-90.9	2.0	-0.3	10.5	-1.9	5.2	-57.5*	-57.5	-2.1	-106.1
COc1ccc(N2C(=O)CSC2c2cccc(OC)c2OC)cc1 (stereo not drawn)	-14.3	-5.1	0.9	1.7	-1.0	-7.4	-2.0	15.3	4.8	2.5
CC(NC(=O)/C=C/c1ccco1)c1nc2ccccc2n1Cc1ccccc1F (stereo not drawn)	-9.1	1.6	-2.0	-1.2	0.7	1.4	33.2	64.8*	-26.0	-43.8
CCOC(=O)c1sc2nc(C)[nH]c(=S)c2c1C	-25.0	-2.0	-7.6	-0.7	.	-3.1	1.6	8.2	-0.2	12.0
Cc1ccc2nc(SCC(=O)c3ccc(Cl)s3)[nH]c2c1	-66.2	3.0	-1.4	3.5	-1.5	13.3	-3.9	25.5	2.3	-60.6
COc1cccc(NC(=O)CC2(CC(=O)O)CCCC2)c1	1.8	1.2	-0.5	-1.4	-5.1	-0.8	-7.2	-10.2	2.9	-1.7
Cc1cccc(OC(C)C(=O)Nc2ccc(N3CCCCC3)cc2)c1 (stereo not drawn)	-11.6	5.0	.	.	9.9	1.1	-4.2	-5.6	0.8	.
COc1ccc(OC)c(NC(=O)CC(Cc2ccccc2OC)C(=O)O)c1 (stereo not drawn)	13.7	-2.4	8.2	3.3	-6.9	-0.5	-4.9	-4.1	4.4	-35.7
CC(Sc1nnc(CN2CCCC2)n1Cc1ccccc1)C(=O)Nc1ccc(F)cc1 (stereo not drawn)	-3.3	-1.7	-2.6	-0.6	-1.8	-0.1	-0.5	-5.3	1.3	-21.8
CC1(C)CC(=O)C=C(OC(=O)c2ccc(Cl)cc2)C1	-18.3	-8.1	-8.5	0.7	-0.4	1.1	-9.2	1.4	-1.4	13.4
CCn1c(=O)n(CC)c2cc(S(=O)(=O)NCCOc3ccccc3)c(C)cc21	7.4	-3.5	-3.4	4.2	0.6	1.3	-13.9	-1.2	-3.5	-19.2
CCOC(=O)CC1NCCc2c1[nH]c1ccc(OC)cc21 (stereo not drawn)	-6.5	-6.3	-1.8	5.2	-1.8	-17.0	16.3	57.8*	-6.5	-22.7
Cc1ccc2nc(SCC(=O)Nc3ccc4c(c3)OCO4)nc(=O)n2c1	-14.0	-3.2	.	.	0.2	2.5	-2.4	6.3	-5.1	.
CC(=O)Oc1ccc(C(=O)Cc2ccc3ccccc3n2)c(O)c1C	-143.3	4.8	-5.3	5.5	-1.4	9.0	47.1	76.4*	0.6	20.8
O=c1cc(-c2ccccc2)nc(N2CCCCC2)[nH]1	7.0	20.0	7.3	-0.6	2.5	-0.2	8.4	1.3	-1.3	12.9
CC(C)CC(=O)Nc1ccc(C(=O)COc2ccc(-c3nnco3)cc2)cc1	.	2.3	-3.9	-2.6	-1.1	.	.	.	.	-12.2
COc1ccc(C2=NN(C(=O)CN3CCCC3)C(c3ccc(OC)cc3)C2)cc1 (stereo not drawn)	-10.0	.	-2.2	-0.6	-0.6	2.5	32.6	54.5*	1.8	-14.5
Cc1cnc(C(=O)Nc2cccc(-c3nnc4n3CCCCC4)c2)cn1	2.5	3.9	.	.	-1.6	-1.4	-2.7	20.9	-9.2	.
COc1ccc(-c2cc(C(=O)N3CCCCCC3)no2)cc1OC	-123.6	-1.7	-5.3	-2.7	-1.3	1.9	16.2	44.3	1.2	-90.1
CSc1nc(C)cc(C)c1C#N	16.4	5.2	4.6	-1.7	-1.0	6.7	5.6	-0.5	1.0	-2.5
SMILES	aSyn UTR inh	DYRK1A inh	IEC-6 tox	HSP90 inh	GSK3A inh	Platelet DG rel	HSF1 inhib	HSF1 activator	GSK3beta inhib	KLF5 inh
CCCCCCSc1nnc(N)s1	6.0	.	-6.3	-2.2	3.5	-2.2	-0.4	5.9	1.2	-18.7
Cc1cc(C)nc(NS(=O)(=O)c2ccc(N3C(=O)C4CC=C(Cl)CC4C3=O)cc2)n1 (stereo not drawn)	.	3.3	0.7	0.0	-3.7	.	.	.	.	-22.2
CCOC(=O)c1c(NC(=O)C2CCCN(S(=O)(=O)c3ccccc3)C2)sc2c1CCCC2 (stereo not drawn)	9.3	7.9	0.1	2.0	0.2	17.3	-1.1	-2.1	-1.5	-34.8
CCN(CC)S(=O)(=O)c1ccc2[nH]c(=O)cc(C(=O)Nc3ccc(C)c(S(=O)(=O)N(CC)CC)c3)c2c1	9.6	2.3	0.4	2.6	-1.1	0.3	6.8	20.8	0.8	-8.0
CN(C)c1ccc(-c2nc3n(n2)C(c2cccnc2)C2=C(CC(C)(C)CC2=O)N3)cc1 (stereo not drawn)	25.8	1.7	9.3	-1.8	-0.1	-2.9	-69.7*	-76.0	0.2	0.2
CCC1(C)Cc2c(sc3nc(SC)[nH]c(=O)c23)CO1 (stereo not drawn)	-8.2	-1.7	-10.3	0.5	0.2	9.1	3.0	-2.7	1.2	-11.8
CN=C1S/C(=C\c2ccc(Cl)cc2)C(=O)N1C	5.1	-5.0	-6.2	-1.7	-1.9	-1.0	20.3	10.5	-1.8	3.7

Compound activity from PubChem BioAssay.

Not all compounds are listed; count on the stated rates, not on these rows.
